Assay outcomes (PubChem)
HKDC1 inhibitor = blocks human hexokinase HKDC1 activity; Q2TB90; recombinant HKDC1, G6PDH/diaphorase resazurin coupled fluorescence; inhibition, % at 20 µM; 340,000 compounds, 0.16% hits;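 active = inhibition above about 35% when tested at 20 µM, limit read from the data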;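 also: plate controls were DMSO wells with enzyme for no effect and DMSO wells lacking enzyme for full effect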
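Assay system: in-house recombinant HK5 (HKDC1) enzyme. Input: HKDC1 at 5 µg/mL. Medium: Tris pH 8.0 buffer with MgCl2, Tween-20, BSA, BME. Dosing: single 20 µM dose. Schedule: 90 min reaction incubation at room temperature, dark. Signal: resazurin-to-resorufin fluorescence via G6PDH and diaphorase coupling, 525/613 nm. Controls: DMSO-enzyme wells negative, buffer-substituted wells positive.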
ATG4B inhibitor = ATG4B (human) cysteine protease inhibition | ATG4B cleavage of LC3-PLA2, NBD-HPC fluorescence, 1 h | inhibition, % at 8.33 µM | 340,000 compounds, 0.51% hits | AID 504462; in the data active = inhibition above about 40%
MPTP inh = permeability transition pore inhibition. isolated mouse mitochondria, Ca2+ swelling absorbance, 30 min. inhibition, % at 10 µM. 360,000 compounds, 1.4% hits. AID 602449;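 active = inhibition of 50% or more, scaled per plate between neutral and stimulator controls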;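 also: 0% = DMSO wells given calcium and 100% = 1 mM EGTA wells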
SENP6 inh = blocks the human protease SENP6; AID 2599; 330,000 compounds, 1.8% hits; Recombinant SENP6 catalytic domain, aminoluciferin luminescence; inhibition, % at 10 µM; Q9GZR1;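 active = inhibition above about 50% at the single tested dose, limit read from the data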;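 also: plate controls were DMSO wells with enzyme for no effect and DMSO wells lacking enzyme for full effect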
Target sequence (Q9GZR1 628-1112 limits assumed): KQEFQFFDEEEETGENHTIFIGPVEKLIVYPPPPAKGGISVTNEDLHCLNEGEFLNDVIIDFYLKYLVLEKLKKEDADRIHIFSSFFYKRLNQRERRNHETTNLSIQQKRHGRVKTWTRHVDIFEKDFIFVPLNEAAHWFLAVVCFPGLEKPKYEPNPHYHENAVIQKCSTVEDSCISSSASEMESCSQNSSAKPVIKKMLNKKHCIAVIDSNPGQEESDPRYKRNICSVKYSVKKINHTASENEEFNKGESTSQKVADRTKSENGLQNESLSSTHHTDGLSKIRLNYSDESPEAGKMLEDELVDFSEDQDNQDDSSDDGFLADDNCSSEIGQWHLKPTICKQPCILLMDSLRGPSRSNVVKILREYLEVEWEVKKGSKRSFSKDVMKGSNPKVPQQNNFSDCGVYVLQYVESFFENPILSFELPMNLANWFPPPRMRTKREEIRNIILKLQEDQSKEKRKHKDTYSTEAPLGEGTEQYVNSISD
SENP7 block = blocks the human protease SENP7. Q9BQF6. recombinant SENP7, Z-RLRGG-aminoluciferin luminescence, 40 min. 330,000 compounds, 1.5% hits. inhibition, % at 5 µM;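 active = inhibition above about 50% at the single test dose, limit read from the data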;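 also: plate controls were DMSO with enzyme for no effect and no enzyme buffer wells for full effect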
Target sequence (Q9BQF6 706-1050 limits assumed): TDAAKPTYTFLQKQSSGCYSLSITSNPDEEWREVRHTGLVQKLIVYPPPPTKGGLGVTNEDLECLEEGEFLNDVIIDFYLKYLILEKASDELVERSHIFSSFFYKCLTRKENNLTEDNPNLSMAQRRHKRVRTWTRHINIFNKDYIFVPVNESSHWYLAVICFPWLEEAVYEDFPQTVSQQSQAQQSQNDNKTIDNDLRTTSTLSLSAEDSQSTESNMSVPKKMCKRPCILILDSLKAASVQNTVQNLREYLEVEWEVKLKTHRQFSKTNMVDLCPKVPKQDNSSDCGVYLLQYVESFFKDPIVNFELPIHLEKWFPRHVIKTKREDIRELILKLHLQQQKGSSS
PfG6PD inh = PfG6PD (Plasmodium falciparum) enzyme inhibition. AID 504690. inhibition, % at 20 µM. PfGluPho enzyme, NADPH resazurin-diaphorase fluorescence. 350,000 compounds, 0.78% hits;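 active = inhibition reaching at least a set limit at 20 µM in the primary screen, cut at about 59% in these data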;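 also: 0% = DMSO wells with substrate and 100% = DMSO wells lacking glucose-6-phosphate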
GRIN3A LBD mod = NR3A (human) ligand-binding domain modulation | AID 1259313 | NR3A LBD differential scanning fluorimetry, Tm shift; 0% = protein alone, 100% = glycine-bound protein | 340,000 compounds, 2.5% hits | Tm shift relative to glycine control, % at 25 µM;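 active = melting temperature shift of at least 10% of the positive control shift, at one fixed dose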
SENP8 block = inhibitors of human SENP8 protease; inhibition, % at 20 µM; recombinant SENP8, Nedd8 substrate fluorescence; 360,000 compounds, 0.64% hits; AID 602440; Q96LD8; in the data active = inhibition mostly above about 40%, no sharp cut-off; inactive = mostly below about 27%
Target sequence (Q96LD8 whole entry, looked up): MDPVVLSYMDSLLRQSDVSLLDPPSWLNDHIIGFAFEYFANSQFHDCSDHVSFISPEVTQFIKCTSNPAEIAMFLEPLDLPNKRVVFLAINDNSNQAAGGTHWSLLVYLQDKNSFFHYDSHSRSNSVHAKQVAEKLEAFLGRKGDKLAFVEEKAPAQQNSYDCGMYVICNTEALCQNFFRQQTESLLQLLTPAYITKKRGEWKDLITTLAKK
Active calls of the source: *; i = inactive; / = not tested or not shown.

SMILES	HKDC1 inhibitor	ATG4B inhibitor	MPTP inh	SENP6 inh	SENP7 block	PfG6PD inh	GRIN3A LBD mod	SENP8 block
Cc1cccc(-c2noc(CCC(=O)NCC3CCCO3)n2)c1 (configuration not stated)	-10.1	-0.5	-2.5	7.3	11.1	2.4	-1.1	4.9
COc1ccccc1OCCCn1c(=O)oc2ccccc21	-2.6	-0.4	0.2	-10.5	5.1	25.8	4.4	24.3
Oc1ccc(Cl)cc1CNc1cccc2cccnc12	14.1	6.2	1.3	83.7*	64.8*	33.9	-1.2	34.9
Nc1nc2ncc(CNc3ccc(C(=O)N[C@@H](CCC(=O)O)C(=O)O)cc3)nc2c(=O)[nH]1	0.8	-9.2	0.7	-2.8	-1.2	11.6	-1.9	-184.4
O=C(COC(=O)CNC(=O)c1ccc(Cl)cc1)Nc1cccc(S(=O)(=O)N2CCCC2)c1	-5.0	-6.4	1.3	-13.1	0.1	-12.4	-0.4	15.4
Cc1ccc(Nc2[nH]c(=O)c3ccccc3c2C(=O)c2ccccc2)cc1	3.8	-4.3	/	11.2	4.1	1.2	-0.4	/
COc1cc(-c2nc(CN3CCN(c4ncccn4)CC3)c(C)o2)ccc1F	-7.8	16.5	0.3	-1.1	3.3	3.7	-0.1	-5.3
CC(C)(C)C(=O)COC(=O)c1cccc(NC(=O)c2ccco2)c1	0.0	-3.8	1.4	-6.7	2.8	0.8	4.4	17.6
Cc1ccc(NC(=O)c2ccc(Cl)c(S(=O)(=O)N3CCCC3)c2)nc1	-4.4	-7.5	0.3	-7.6	-5.0	3.7	-0.7	8.1
COc1ccc(S(=O)(=O)N2CCCCC2)cc1NC(=S)Nc1cccc(Cl)c1C	-7.7	71.4*	9.5	-6.1	-6.4	4.8	-4.2	15.1
CCS(=O)(=O)C1=NN2C(=N)/C(=C\c3ccc(SCc4ccco4)o3)C(=O)N=C2S1	4.2	26.4	28.1	/	/	10.8	5.7	-13.5
Cc1cccc(C)c1NC(=O)CC(NCCc1ccccc1)C(=O)O (configuration not stated)	-11.5	-5.3	-0.2	6.3	6.4	-1.4	9.9	8.3
CCOC(=O)c1nnn2c1nc(N1CCCCC1)c1ccccc12	-1.1	-3.5	3.7	-10.6	2.2	12.3	-1.5	-69.6
Cc1cc[n+](-c2[nH]c(=O)sc2/C=N/N=C(\[O-])c2ccncc2)cc1	1.0	-4.7	-2.1	-1.6	0.2	-5.9	1.2	21.8
Cc1nn(C)c(C(=O)NC(=S)Nc2ccc([N+](=O)[O-])cc2)c1Cl	-0.4	14.2	2.5	21.7	-4.0	2.4	-4.3	8.9
O=C(Nc1ccc(S(=O)(=O)N2CCOCC2)cc1)c1cccc(Br)c1	-2.2	-16.3	-0.4	4.9	-0.1	4.9	30.5*	3.1
CC(C)(C)NC(=O)CN(C(=O)CS(=O)CC(=O)Nc1ccc(F)cc1)c1ccc(Cl)cc1 (configuration not stated)	-11.3	2.0	-0.8	-16.3	-1.1	-3.3	-1.6	8.9
COc1cc2c(c(OC)c1OC)C(=O)CC2	-5.2	-3.5	0.7	-18.6	-10.2	14.6	-1.9	2.6
CCOc1ccc(CCNC(=O)COC(=O)COc2ccccc2C)cc1OCC	-4.8	1.3	-2.6	-9.4	-11.8	-2.9	1.0	11.0
COCCNC(=S)NNC(=O)c1cc(-c2cccnc2)nc2ccccc12	-4.2	4.0	-0.8	-6.0	-22.9	-5.3	0.5	-93.8
CCN(CC)S(=O)(=O)c1ccc(Cl)c(NC(=O)c2ccc(C#N)cc2)c1	-9.9	-4.3	2.5	14.0	-2.1	6.1	0.3	11.9
Cc1ccccc1N(CC(=O)NCc1ccc2c(c1)OCO2)C(=O)CCC(=O)Nc1ccccn1	-4.5	5.0	1.5	-11.9	-2.2	-19.1	-1.7	20.7
CCOC(=O)c1c(C=O)c(C)n(Cc2ccc(C)cc2)c1C	2.1	10.7	4.1	-4.0	2.4	-10.2	-2.1	10.3
O=c1ccn(Cc2ccccc2Cl)cc1	-6.3	-2.2	-0.1	-30.2	6.0	-0.2	0.4	5.8
COc1ccc(OC)c2nc3c(C(=O)NCCN(C)C)cccc3nc12	21.8	5.6	1.0	/	/	15.6	-0.2	31.4
COc1ccc(C(=O)O)cc1S(=O)(=O)N(C)CCc1ccccn1	-4.4	-2.9	0.8	14.8	2.1	-9.2	-2.5	16.2
CC(NC(=O)/C(C#N)=C/c1ccc(C(=O)O)cc1)c1ccccc1 (configuration not stated)	1.3	8.3	-0.9	-3.7	9.4	-14.2	-1.3	26.2
CCc1cccc(N(C(=O)c2csnn2)C(C(=O)NC2CCCC2)c2cccnc2)c1 (configuration not stated)	-5.8	3.7	-1.3	-16.3	1.6	-2.5	-0.9	10.7
O=C(COCc1ccccc1)N[C@@H]1c2ccccc2CC[C@@H]1OCc1ccccc1	-3.2	6.4	-2.5	/	10.0	17.1	16.8*	2.5
CC(=O)c1ccc(NC(=O)COC(=O)C2CCN(S(=O)(=O)c3cccs3)CC2)cc1	0.7	-9.0	0.1	4.8	1.8	-23.6	-0.1	-1.4
CC(C)(Oc1ccc(CCNC(=O)c2ccc(-c3ccc(Cl)cc3)o2)cc1)C(=O)O	-0.5	-7.5	-1.7	15.5	-4.7	-12.6	-2.0	-6.8
COC(=O)c1sc(NC(=S)NC(=O)c2ccccc2)nc1C	8.0	2.9	0.0	36.7	12.1	-31.1	-35.7	17.8
COCC(=O)NC1CCN(C(=O)NCc2ccccc2)CC1	-1.1	8.7	0.9	-11.5	-6.0	10.7	-0.6	26.3
COc1ccc(NC(=O)COC(=O)[C@@H](NC(=O)c2c(F)cccc2F)C(C)C)cc1	-5.4	-3.8	0.2	-13.1	-6.9	15.3	0.3	11.9
Cc1[nH]c2ccccc2c1N=Nc1ccccc1F	-5.1	-1.6	3.0	-12.6	1.7	20.1	13.0*	4.2
COC(=O)c1ccccc1NC(=O)CNc1cc(OC)c(OC)cc1C	18.4	-11.3	5.6	7.9	0.6	22.5	-0.3	-155.7

A section from the list above:
SMILES	HKDC1 inhibitor	ATG4B inhibitor	MPTP inh	SENP6 inh	SENP7 block	PfG6PD inh	GRIN3A LBD mod	SENP8 block
Cc1[nH]c2ccccc2c1N=Nc1ccccc1F	-5.1	-1.6	3.0	-12.6	1.7	20.1	13.0*	4.2
COC(=O)c1ccccc1NC(=O)CNc1cc(OC)c(OC)cc1C	18.4	-11.3	5.6	7.9	0.6	22.5	-0.3	-155.7

Continuation.
SMILES	HKDC1 inhibitor	ATG4B inhibitor	MPTP inh	SENP6 inh	SENP7 block	PfG6PD inh	GRIN3A LBD mod	SENP8 block
Cc1ccc(S(=O)(=O)N2CCCOC2CNC(=O)C(=O)NCCCn2ccnc2)cc1 (configuration not stated)	-12.4	-10.0	0.5	-21.2	-6.6	21.5	-2.0	14.3
Cc1ccc(NC(=O)COc2ccc(/C=N/NC(=O)CSCc3ccccc3)cc2)cc1	5.6	-5.9	-1.3	-16.0	-3.9	-11.3	18.2*	5.1
O=C(CSc1ccc(-c2cccs2)nn1)Nc1ccccc1	9.7	-0.1	16.7	-10.8	0.4	-0.6	1.2	12.1
CCOc1cc(NC(=S)NCCOC)c(OCC)cc1NC(=O)c1ccco1	-3.0	-9.4	0.5	5.8	1.9	-2.3	1.4	-21.4
Cc1cccc(CSC2=NCCN2S(=O)(=O)c2ccc(F)cc2)c1	-0.6	-0.8	0.1	1.7	-0.7	40.6	8.9	8.5
Cc1occc1C(=O)N1CCN(c2ncccn2)CC1	-9.7	-11.5	-1.5	3.0	4.3	-1.8	-1.0	-15.2
COC(=O)c1[nH]c2ccc(Cl)cc2c1NC(=O)C1CC1	-7.8	-1.9	-1.5	-3.4	1.1	-7.3	1.7	i
Cc1ccc(C)c(NC(=O)c2nnn(Cc3ccccc3)c2N)c1	-0.1	5.9	3.7	16.7	7.9	13.6	-1.3	29.8
CC(C)OC(=O)c1cc2c(ccn2C)n1CC(=O)N1CCC(Cc2ccccc2)CC1	14.1	14.8	-1.3	-5.0	5.6	6.8	-1.8	3.0
CCOC(=O)c1ccc(NC(=O)CCS(=O)(=O)Cc2ccccc2)cc1	-4.1	-0.3	0.8	-15.2	-3.7	-7.1	1.1	8.0
COc1ccc(NC(=S)N(CCCN2CCOCC2)Cc2ccco2)cc1	-5.7	-12.9	7.3	-2.9	8.3	8.4	-1.1	10.0
Cc1cccc(C)c1NC(=O)CSc1nc2[nH]c(=O)cc(O)c2s1	-4.8	-10.5	-0.2	2.9	3.0	13.2	0.5	1.3
CN(c1cccnc1)c1ncnc2[nH]ncc12	11.0	1.5	-0.7	13.9	-5.1	-22.8	-0.9	18.6
O=C(NN1CCOCC1)c1ccc([N+](=O)[O-])cc1	-9.2	2.5	-1.0	7.8	0.4	11.4	-0.7	10.1
O=C(Nc1ccc(F)cc1)c1ccc(CN2CCc3ccccc3C2)cc1	-3.5	2.9	0.3	1.0	-1.4	-1.2	-3.6	21.4
COc1ccccc1N1CCN(Cc2cc(=O)c(OCC(=O)NC3CCCC3)co2)CC1	-6.9	2.4	-0.3	-8.7	-2.7	10.2	/	9.1
Cn1cccc1-c1nc2ccccc2[nH]1	4.2	0.5	1.7	-18.0	6.5	0.2	3.2	-31.2
Cc1nnc(N2CCCC(C(=O)NCc3ccccc3F)C2)c2nn(-c3ccccc3)c(C)c12 (configuration not stated)	10.3	2.5	-0.7	2.4	-0.3	46.2	-1.1	-405.4
NC(=O)CNC(=O)c1cccc(Cl)c1	-2.4	4.9	1.9	-22.7	-2.5	7.3	-2.7	3.7
COc1ccc(CCNC(=O)C2(c3ccccc3)CC2)cc1	4.5	-7.8	2.0	-1.4	-3.2	5.2	2.2	11.2
CCCSCCCNC(=O)Cn1cc2c(n1)CCC(C)C2 (configuration not stated)	-3.4	0.0	-1.0	-8.5	1.4	-5.6	4.3	6.8
COc1ccc(-c2nc3ccccn3c2NC2CCCCC2)cc1SC1CCCCC1	3.0	9.8	4.5	1.3	0.7	29.6	-24.1	-479.1
O=C(CSc1nnc(CNC(=O)C23CC4CC(CC(C4)C2)C3)n1-c1ccc(F)cc1)Nc1ccc(F)cc1	-7.2	-18.2	2.1	-7.6	-1.6	15.1	-9.2	24.8
Cc1ccc2c(c1)NCCO2	6.3	10.1	-0.5	-1.8	-7.1	3.9	0.9	6.7
COc1ccc(C)cc1NC(=O)CSc1nnnn1Cc1ccccc1	0.5	-1.9	1.2	-12.5	9.7	17.4	14.5*	16.4
CSc1nnc2c3cc(F)ccc3n(C)c2n1	-14.1	-2.5	0.6	10.5	-1.4	-9.4	4.2	9.9
COc1ccccc1N(CC(=O)N/N=C/c1c(O)ccc2ccccc12)S(C)(=O)=O	-40.2	-40.9	5.9	-4.2	3.5	-9.2	-4.0	-32.8
O=C(CSc1nnc(-c2ccc(O)cc2)n1Cc1ccccc1)NNC(=O)c1ccc(Br)cc1	17.9	-13.5	1.5	-36.1	-8.2	-19.4	-12.1	6.5
O=c1c2cc(O)c(O)cc2oc2cc(O)c(C3OC(CO)C(O)C(O)C3O)c(O)c12 (configuration not stated)	3.2	-2.3	-0.1	-18.6	0.4	1.9	-0.5	17.6
COc1ccc(Cl)cc1-c1nc(SCC(=O)NC(C)(C)C)n[nH]1	-3.5	-7.0	-3.2	-11.1	2.5	4.3	5.7	7.5
O=C(CN1CCC(n2nnc3cc(F)ccc32)CC1)NCCc1ccccc1	-8.8	-7.5	0.3	-2.0	-2.8	3.3	-2.4	12.7
Cc1ccc(OCC(=O)N/N=C/c2cn(Cc3ccccc3)c3ccccc23)cc1	-9.7	11.3	4.4	11.9	13.3	-8.4	-0.7	7.6

Results in SENP6 inh and HKDC1 inhibitor, for some of the entries so far:
| mol | SENP6 inh | HKDC1 inhibitor |
| --- | --- | --- |
| COc1ccccc1N(CC(=O)N/N=C/c1c(O)ccc2ccccc12)S(C)(=O)=O | -4.2 | -40.2 |
| O=C(CSc1nnc(-c2ccc(O)cc2)n1Cc1ccccc1)NNC(=O)c1ccc(Br)cc1 | -36.1 | 17.9 |
| O=c1c2cc(O)c(O)cc2oc2cc(O)c(C3OC(CO)C(O)C(O)C3O)c(O)c12 (configuration not stated) | -18.6 | 3.2 |
| COc1ccc(Cl)cc1-c1nc(SCC(=O)NC(C)(C)C)n[nH]1 | -11.1 | -3.5 |
